High-throughput results deposited in PubChem by several laboratories.
INS promoter inh: TRM-6 insulin promoter activity inhibition. TRM-6 cells (human fetal islet line), insulin promoter-eGFP reporter, imaging; reporter expression induced with tamoxifen. inhibition, % at 2 µM. 0.9% of 130,000 active. AID 1273;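 active = inhibition above the mean plus 3 SD, with well images judged a real hit on visual review, cut at about 60% in these data, passing the limit was not always enough; inconclusive = inhibition over the cutoff but images rejected on review; inactive = inhibition not above the cutoff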
SDO1 yeast rescue: sdo1-depleted yeast growth rescue; z-score at 10 µM; 0.21% of 140,000 active; AID 817; S. cerevisiae sdo1-depleted JHY4D growth rescue, OD600 30 h; stronger effect = higher value; pdr5 snq2 efflux-pump mutant strain;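 active = z-score above 3 at both the 24 hr and the 30 hr optical density reads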;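 also: z-score against mean and SD of all compound wells on the same plate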
SDO1 yeast rescue Rescue 24 h: second read-out of SDO1 yeast rescue, no call of its own (marks repeat the call); z-score; S. cerevisiae sdo1-depleted JHY4D growth rescue, OD600; measured here: growth rescue at 24 h;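 0 is the plate mean of compound wells and units are plate SD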
* marks the source's active call; other numbers are inactive results; i = inactive; ? = inconclusive; · = no result given.

SMILES	INS promoter inh	SDO1 yeast rescue	SDO1 yeast rescue Rescue 24 h
O=C(Cn1cc(C(F)(F)F)ccc1=O)N/N=C/c1ccc(Cl)cc1	-51.7	0.72	1.2
O=C(CCc1nc2ccccc2c(=O)[nH]1)Nc1ccc(F)c([N+](=O)[O-])c1	-14.3	·	·
Fc1ccccc1CNc1ccc(Cl)cc1	3.6	-0.53	-0.8
CCOC(=O)c1[nH]c(C)c(C(=O)OCc2c(C)noc2C)c1C	-28.6	-0.48	-0.08
O=[N+]([O-])c1cccnc1-n1cnc2ccccc21	-91.7	0.56	0.16
O=C1CCCC2=C1C1(CCCCC1)N=C(Nc1nc3ccccc3o1)N2	-2.3	-1.27	0.89
O=C(O)CC/C(=C\c1ccccc1[N+](=O)[O-])c1nc2ccccc2s1	5.6	·	·
O=C1C2C3C=CC(CC3)C2C(=O)N1/N=C/c1ccccc1O (stereo not given)	12.5	0.93	-0.29
COC(=O)C1=C(C)N(CCc2ccccc2)C(=O)C1(NS(=O)(=O)c1ccc(NC(C)=O)cc1)C(F)(F)F (stereo not given)	15.5	0.88	0.84
COc1ccc(/C=C2\OC(=S)N(C)C2=O)cc1	46.7	0.18	0.77
Cc1nnc(NC(=O)CSC2CCCCC2)s1	30.0	0.7	0.89
CCN(CC)S(=O)(=O)c1ccc(NC(=O)C(C)N(c2ccccc2)S(C)(=O)=O)cc1 (stereo not given)	-219.1	0.18	-0.13
CCOc1ccccc1N(C(=O)Nc1ccc(Cl)cc1)C1=NC(C)CS1 (stereo not given)	·	-0.13	-0.4
Cc1c(-c2ccccc2)nc2ccccc2c1C(=O)OCC(=O)Nc1ncc(C(F)(F)F)cc1Cl	29.4	-1.47	-0.25
C=CCn1c(C)cc(C(=O)Cn2ncc(Cl)c(Cl)c2=O)c1C	-27.6	0.85	0.64
CCOC(=O)N1CCN(C(=O)COc2ccc(S(=O)(=O)Nc3ccc(OCC)cc3)cc2)CC1	-10.5	0.12	-0.19
O=C(COc1ccccc1)Nc1ccccc1N1CCCCC1	-36.4	0.23	-0.24
O=C(CSc1nnc(Cn2nnc(-c3ccccc3)n2)n1-c1ccccc1)Nc1ccccc1	25.0	-1.15	-0.18
CCOC(=O)C(Cc1ccc(Cl)cc1Cl)c1ccno1 (stereo not given)	0.0	·	·
O=C(O)CC1C(=O)NCCN1Cc1cccs1 (stereo not given)	-45.5	·	·
COc1ccc(NC(=O)CSc2nnc(Cn3cnc4ccccc43)o2)cc1	-25.6	·	·
O=C(/C=C/Nc1ccc(S(=O)(=O)Nc2ncccn2)cc1)c1ccc(Cl)c(Cl)c1	6.5	-0.47	0.41
COc1ccc(CC(=O)Nc2cccc(SC)c2)cc1	·	-0.76	-0.74
COc1cc2nc(CN(CCC(C)C)Cc3nc4cc(OC)c(OC)cc4c(=O)[nH]3)[nH]c(=O)c2cc1OC	·	1.44	0.86
COC(=O)CSC1=C(C#N)C(c2ccc(C)cc2)C2=C(CCCC2=O)N1 (stereo not given)	66.7	-0.97	-0.99
(list continues)
SMILES	INS promoter inh	SDO1 yeast rescue	SDO1 yeast rescue Rescue 24 h
O=c1cc(O)c2c(=O)n(-c3ccccc3)c3c(c2o1)CCCCCC3	30.2	-0.87	-1.56
O=C(CC1C(=O)NCCN1C(=O)Nc1ccccc1)Nc1cccc(C(F)(F)F)c1 (stereo not given)	33.3	-0.07	-0.47
Cc1ccc(NC(=O)CC(O)(C(F)(F)F)C(F)(F)F)c(Br)c1	-2.7	-0.29	-0.28
O=C(CC12CC3CC(CC(C3)C1)C2)NCC(c1ccc(F)cc1)N1CCOCC1 (stereo not given)	-66.7	·	·
O=C(CN(C(=O)C1COc2ccccc2O1)c1ccccc1)NCC1CCCO1 (stereo not given)	·	0.06	-0.89
Cc1ccc(OCCNC(=O)Cn2cnc3c(=O)n(C)c(=O)n(C)c32)cc1C	-337.5	0.79	-0.16
C=CCNC(=O)C1CC(=O)N(c2ccc(OCC(=O)Nc3ccc(Cl)c(C(F)(F)F)c3)cc2)C1 (stereo not given)	13.3	-0.42	1.27
CC1=C(C(=O)OCc2ccc3c(c2)OCO3)C(c2ccccc2OCc2ccccc2)NC(=O)N1 (stereo not given)	3.3	-1.99	-1.1
COc1ccc(N(CC(=O)Nc2ccc(S(=O)(=O)N3CCCC3)cc2)S(C)(=O)=O)cc1OC	9.4	-0.58	-0.96
NC(=O)c1ccc[n+](Cc2cccc3ccccc23)c1	-37.9	0.07	-0.53
CCn1c2ccccc2c2cc(NC(=O)CC(C)=O)ccc21	23.3	-0.64	-0.89
CNC(=O)N(C1=NCC(C)S1)c1ccc(F)cc1F (stereo not given)	9.6	0.29	0.6
CC(C)=CCCC(C)CN1CCC(O)CC1 (stereo not given)	24.3	0.4	-0.07
COc1cccc(-c2nnc(NC(=O)c3ccc(S(=O)(=O)N(CC(C)C)CC(C)C)cc3)o2)c1	·	5.73*	8.93*
CC(Sc1nnc(-c2ccccc2)c(-c2ccccc2)n1)C(=O)N1CCc2ccccc21 (stereo not given)	·	-0.44	-0.47
Cc1cc(OCc2ccc(F)cc2)nc(-c2ccccc2O)n1	-15.4	-0.55	-0.69
CC(CC(=O)NC1CCSC1=O)c1ccccc1 (stereo not given)	-34.2	0.56	0.32
Cc1ccc(NC(=S)N/C(=N/S(=O)(=O)c2ccccc2)c2ccccc2)cc1	6.5	-0.17	1.49
CC(=O)c1cccc(NC(=O)c2onc(C)c2Cl)c1	·	-0.38	-1.22
COc1ccccc1NC(=O)NCC(=O)Nc1c(C)cccc1C	6.7	·	·
CCOC(=O)c1ccc(NC(=O)c2ccc3c(c2)OCO3)cc1	60.0	-0.14	0.37
Cc1ccc(CS(=O)(=O)c2ncn[nH]2)cc1	-9.5	·	·
CCN1C(=O)/C(=C\c2cccs2)C(C(=O)OC)=C1C	i	-1.08	-0.04
CCCNC(=O)COC(=O)c1ccc(N2CCCC2)c([N+](=O)[O-])c1	19.1	·	·
COc1ccc(C(C(=O)NC2CCCCC2)N(C(=O)c2sc(C)nc2C)c2ccccc2C)cc1 (stereo not given)	-103.3	-0.26	-0.5
The list goes on.
SMILES	INS promoter inh	SDO1 yeast rescue	SDO1 yeast rescue Rescue 24 h
Cc1cc(C(=O)C(=O)NC(C)C)c(C)n1-c1ccc([N+](=O)[O-])cc1	10.7	-0.16	0.09
CCc1ccc2c(c1)C(c1ccc([N+](=O)[O-])cc1)=NNC(c1ccc(F)cc1)=N2	-6.2	-1.34	-0.09
O=C(c1ccc2c(c1)c(=O)oc1ccccc12)N1CCCCC1	10.5	·	·
Cc1cccnc1NC(=O)CSc1nnc(COc2ccc(C(C)C)cc2)n1C	-10.3	-0.19	-0.12
Cc1ccccc1OCCSc1nc(N(C)C)nc(N(C)C)n1	13.8	-0.41	-0.42
O=C(CSc1nnc(-c2ccco2)n1-c1ccccc1)NCc1ccc2c(c1)OCO2	5.0	0.28	-0.26
CCOC(=O)C1CCCN(C(=O)CCc2ccccc2)C1 (stereo not given)	?	0.5	-0.78
COc1cccc(-n2nnnc2SCC(=O)Nc2cccc(NC(C)=O)c2)c1	23.5	0.04	-0.47
CC(=O)O[C@@H]1[C@@H](OC(C)=O)[C@H](n2ccc3cc([N+](=O)[O-])ccc32)OC[C@@H]1OC(C)=O	-44.4	0.02	0.13
CCN1CCN(c2cc(C)c3cc(NC(=O)c4ccc(Br)o4)ccc3n2)CC1	0.0	1.02	0.06
COc1ccccc1C1C=C(c2ccccc2)Nc2nnnn21 (stereo not given)	62.8	-0.23	0.36
Cc1ccc(C2CC(=O)Oc3cc(O)ccc32)cc1 (stereo not given)	-4.5	-1.09	-0.69
O=C(CN1C(=O)CC(c2ccccc2)S(=O)(=O)c2ccccc21)N1CCCC1 (stereo not given)	33.3	·	·
CCOC(=O)C1CCN(C(=O)C(C)c2ccc([N+](=O)[O-])cc2)CC1 (stereo not given)	-23.8	·	·
Cn1cnnc1Sc1ccc(/C=C/C(=O)c2ccc(O)cc2)cc1[N+](=O)[O-]	50.0	·	·
COC(=O)c1cn(NC(=O)Cc2ccc(OC)c(OC)c2)c(=O)c2ccccc12	-17.9	·	·
C=CCn1c(CCNC(=O)c2cccs2)nnc1SCC(=O)Nc1cccc(Cl)c1C	-3.6	-0.26	-0.48
CC1=CN2C(=N)/C(=C/c3ccc(Sc4ccc(Cl)cc4)o3)C(=O)N=C2S1	·	-0.34	0.88
Cc1ccc([N+](=O)[O-])cc1NC1OC(CO)C(O)C1O (stereo not given)	0.0	1.29	1.63
COc1ccc(NC(=O)Nc2ccc3nccnc3c2)cc1	6.1	-0.77	-0.76
COc1ccc(NC(=O)CCCC2=NS(=O)(=O)c3ccccc3N2)cc1	15.0	1.32	1.24
O=C(c1ccco1)N(Cc1cccs1)C1CCS(=O)(=O)C1 (stereo not given)	60.0	0.08	-0.65
CCOc1cc(S(=O)(=O)NC2CCCC2)ccc1Cl	0.0	-2.22	-1.36
O=S1(=O)NC(=NC2CCCCCC2)c2ccccc21	43.8	1.14	0.59
CCOC(=O)C1C(c2ccc3c(c2)OCO3)NC(=O)NC1(O)C(F)(F)F (stereo not given)	23.1	0.48	0.06

In a second layout: entries from further up
structure: CCc1ccc2c(c1)C(c1ccc([N+](=O)[O-])cc1)=NNC(c1ccc(F)cc1)=N2
  INS promoter inh = -6.2
  SDO1 yeast rescue = -1.34
  SDO1 yeast rescue Rescue 24 h = -0.09
structure: O=C(c1ccc2c(c1)c(=O)oc1ccccc12)N1CCCCC1
  INS promoter inh = 10.5
  SDO1 yeast rescue = ·
  SDO1 yeast rescue Rescue 24 h = ·
structure: Cc1cccnc1NC(=O)CSc1nnc(COc2ccc(C(C)C)cc2)n1C
  INS promoter inh = -10.3
  SDO1 yeast rescue = -0.19
  SDO1 yeast rescue Rescue 24 h = -0.12
structure: Cc1ccccc1OCCSc1nc(N(C)C)nc(N(C)C)n1
  INS promoter inh = 13.8
  SDO1 yeast rescue = -0.41
  SDO1 yeast rescue Rescue 24 h = -0.42

Some of these compounds in order of number of heavy atoms, descending.
SMILES	INS promoter inh	SDO1 yeast rescue	SDO1 yeast rescue Rescue 24 h
COC(=O)c1cn(NC(=O)Cc2ccc(OC)c(OC)c2)c(=O)c2ccccc12	-17.9	·	·
Cn1cnnc1Sc1ccc(/C=C/C(=O)c2ccc(O)cc2)cc1[N+](=O)[O-]	50.0	·	·
COc1ccccc1C1C=C(c2ccccc2)Nc2nnnn21 (stereo not given)	62.8	-0.23	0.36
CCOc1cc(S(=O)(=O)NC2CCCC2)ccc1Cl	0.0	-2.22	-1.36

(listing goes on)
SMILES	INS promoter inh	SDO1 yeast rescue	SDO1 yeast rescue Rescue 24 h
CN(CC(=O)Nc1ccc(S(=O)(=O)N2CCCC2)cc1)Cc1ccc(Cl)cc1	-17.5	-0.53	-0.08
CCOC(=O)c1ccc(NC(=O)NCc2ccc(OC)cc2)cc1	40.0	·	·
COc1ccc(/C=C2/CCc3ccccc3C2=O)cc1CN1CCOCC1	-84.6	-0.46	-0.79
CC(=O)N1N=C(c2ccc(Cl)cc2)OC1(C)C	·	1.98	2.22
COc1ccc(CN=C2NC(=O)CC(C(=O)Nc3ccc([N+](=O)[O-])cc3C)S2)cc1 (stereo not given)	-35.7	-0.03	-0.04
O=C(N/N=C/c1ccc(OCCCF)cc1)c1ccc(C(F)(F)F)cc1	20.0	·	·
CC1=NN(c2ccccc2)C(=O)/C1=C\N1CC(C)OC(C)C1 (stereo not given)	3.3	0.65	0.32
Cc1cccc(N2CCN(C(=O)c3ccc(CNc4c(N5CCC(C)CC5)c(=O)c4=O)cc3)CC2C)c1 (stereo not given)	-14.3	·	·
COCCNC(=O)c1c[nH]c2ccc(S(=O)(=O)N3CCC4(CC3)OCCO4)cc2c1=O	-22.2	0.38	0.18
CCOc1ccc(-n2c(C)nc3c(cnn3-c3ccc(Cl)cc3)c2=O)cc1	38.1	0.17	0.34
COc1cccc(CNc2ccc(Br)cn2)c1O	·	-1.2	-1.1
CC(C)Sc1nc(NCc2ccco2)c2c3c(sc2n1)COC(C)(C)C3	6.2	-1.55	0.81
Cc1ccc(-n2c(SCC(=O)NCCN3C(=O)CSC3=O)nnc2-c2cccc(C)c2)cc1	-61.5	0.07	-0.05
COc1ccc(CC(=O)NC2=NCCS2)cc1	-60.0	1.2	0.85
CC(C)Oc1ccc(/C(O)=C2/C(=O)C(=O)N(CCN(C)C)C2c2cccs2)cc1 (stereo not given)	43.3	-0.15	-0.86
O=C(NC1CCCC1)C(c1ccco1)N(Cc1ccccc1)C(=O)c1csnn1 (stereo not given)	-63.9	-0.81	-0.97
O=C1CC(c2ccc(F)cc2)Sc2nc(C34CC5CC(CC(C5)C3)C4)nn21 (stereo not given)	·	0.83	1.33
COc1ccc(Cl)cc1NC(=S)NCc1cccs1	55.0	·	·
O=[N+]([O-])c1cccc(/C=N/NC2=NS(=O)(=O)c3ccccc32)c1	30.0	·	·
COc1ccc(C(=O)NCC(C)C)c(OC)c1	25.0	-0.84	-1.51
COCCCn1c(SCC(N)=O)nnc1-c1ccccc1	·	-0.08	-0.76
Cc1c(NC(=O)CSc2nccn2C)c(=O)n(-c2ccccc2)n1C	-17.9	0.84	0.11
COc1ccccc1-n1cnnc1SCC(=O)NC1CCS(=O)(=O)C1 (stereo not given)	21.4	·	·
O=C(CCCSc1nnnn1-c1ccccc1)c1ccc(F)cc1	·	-1.21	-1.41
CCc1cccc(CC)c1NC(=S)NCc1ccc2c(c1)OCO2	26.3	-1.15	-1.48

Only part of the results is shown; the hit share may differ from the screen's.
